Growth percent in the NCI-60 one-dose screen (48 h, 10 µM unless noted): 100 = growth as untreated, 0 = no growth, -100 = all killed.
DU-145 = DU-145 prostate cancer; 81,000 compounds, 4.2% hits
OVCAR-4 = OVCAR-4 ovarian cancer cells; AID 1794784; 80,000 compounds, 3.7% hits
IGROV1 = IGROV1 ovarian cancer | 79,000 compounds, 4.7% hits
PC-3 = PC-3 prostate cancer cells. 80,000 compounds, 3.9% hits
OVCAR-8 = OVCAR-8 ovarian cancer; 81,000 compounds, 4.4% hits
SK-OV-3 = SK-OV-3 ovarian cancer cells; 80,000 compounds, 3.2% hits; AID 1794785
OVCAR-3 = OVCAR-3 ovarian cancer | 79,000 compounds, 7% hits | AID 1794787
OVCAR-5 = OVCAR-5 ovarian cancer; 82,000 compounds, 2.9% hits; AID 1794783
* hit, by the source's call; & = joins results of further samples; [ ] = remark or other dose. The calls were made as follows: active = growth percent below 10; inactive = the rest. The order is random (roughly 10% active in at least one column).

For O=S(=O)(Nc1ncccn1)c1ccc(N=Nc2ncccc2O)cc1 the results were DU-145 105.8, OVCAR-4 99.8, IGROV1 103.0, PC-3 96.3, OVCAR-8 114.1, SK-OV-3 104.1, OVCAR-3 103.3 and OVCAR-5 110.1.
Screening O=[N+]([O-])c1ccc(Sc2ccncn2)c([N+](=O)[O-])c1 returned DU-145 85.4, OVCAR-4 42.9, IGROV1 83.0, PC-3 71.9, OVCAR-8 102.2, SK-OV-3 101.8, OVCAR-3 63.7 and OVCAR-5 96.3.
`CSSc1ccccc1` gave DU-145 119.2, OVCAR-4 98.5, IGROV1 119.7, PC-3 100.8, OVCAR-8 109.1, SK-OV-3 110.3, OVCAR-3 112.0 and OVCAR-5 102.9.
For COc1cc(Cn2c(SCC(=O)Nc3ccc(S(N)(=O)=O)cc3)nc3ccccc3c2=O)cc(OC)c1OC the results were DU-145 103.3, OVCAR-4 85.6, IGROV1 89.4, PC-3 92.0, OVCAR-8 91.3, SK-OV-3 107.2 and OVCAR-5 106.3.
`COc1ccc(-c2cscc2N)cc1` gave DU-145 83.3, OVCAR-4 102.8, IGROV1 91.1, PC-3 98.4, OVCAR-8 77.6, SK-OV-3 80.2[100 µM], OVCAR-3 112.2 and OVCAR-5 87.5.
For C[C@@H]1C=C2C(=O)O[C@@H]3CC[C@H](C1)[C@]23O the results were DU-145 -25.9*, OVCAR-4 76.5, IGROV1 42.2, PC-3 87.2, OVCAR-8 78.3, SK-OV-3 105.2, OVCAR-3 66.9 and OVCAR-5 103.5.
COc1c(C2CC(=O)Nc3c2c(C)nn3-c2nc3ccccc3[nH]2)cc2c(c1OC)OCO2 (stereo unspecified) was read as DU-145 80.2, OVCAR-4 83.2, IGROV1 48.8, PC-3 48.4, OVCAR-8 52.0, SK-OV-3 42.0, OVCAR-3 36.1 and OVCAR-5 105.3.
`COc1ccc(-c2nc(NC(=O)c3cc(OC)c(OC)c(OC)c3)n[nH]2)cc1` gave DU-145 101.1, OVCAR-4 98.9, IGROV1 101.2, PC-3 89.6, OVCAR-8 98.8, SK-OV-3 93.1, OVCAR-3 106.4 and OVCAR-5 101.1.
Screening COc1cccc(-c2nn(-c3ccccc3)cc2-c2ccnc(NCCCNS(=O)(=O)c3ccc(C)cc3)c2)c1 returned DU-145 70.7, OVCAR-4 50.7, IGROV1 49.2, PC-3 22.7, OVCAR-8 43.7, SK-OV-3 69.5, OVCAR-3 61.6 and OVCAR-5 82.4.
COc1ccc(N2C(=O)C(OC)C2c2ccc(C)cc2)cc1 (stereo unspecified) was read as DU-145 105.6, OVCAR-4 96.6, IGROV1 108.3, PC-3 103.8, OVCAR-8 103.4, SK-OV-3 108.2, OVCAR-3 106.4 and OVCAR-5 100.1.
Screening CC(=O)Cc1nc2scc(-c3ccccc3)c2c(=O)[nH]1 returned DU-145 103.7, OVCAR-4 94.9, IGROV1 87.2, PC-3 65.4, OVCAR-8 92.6, SK-OV-3 82.0, OVCAR-3 101.9 and OVCAR-5 105.8.
For NCCCNC1CCCCC1 the results were DU-145 105.5, OVCAR-4 101.0, IGROV1 107.9, PC-3 100.4, OVCAR-8 105.2, OVCAR-3 109.1 and OVCAR-5 106.2.
Screening O=[N+]([O-])c1c(Cl)ncnc1Cl returned DU-145 110.3, OVCAR-4 103.4, IGROV1 117.3, PC-3 90.3, OVCAR-8 103.8, SK-OV-3 104.4, OVCAR-3 105.5 and OVCAR-5 85.7.
Screening CCOC(=O)c1c(C)oc2ncnc(N3CCN(C(=O)COc4ccccc4)CC3)c12 returned DU-145 104.9, OVCAR-4 96.9, IGROV1 95.7, PC-3 89.9, OVCAR-8 89.5, SK-OV-3 104.5, OVCAR-3 103.2 and OVCAR-5 94.0.
Screening Cc1ccc(S(=O)(=O)Nc2c(Br)cc(Br)cc2C(N)=O)cc1 returned DU-145 113.4, OVCAR-4 114.2, IGROV1 104.3, PC-3 96.3, OVCAR-8 104.6, SK-OV-3 105.9, OVCAR-3 112.5 and OVCAR-5 99.1.
Cc1csc(/N=C(N)/N=C(\N)c2cccc(Br)c2)n1 was read as DU-145 105.3, OVCAR-4 95.5, IGROV1 81.4, PC-3 87.9, OVCAR-8 96.5, SK-OV-3 91.5, OVCAR-3 107.1 and OVCAR-5 102.0.
Screening CC1(C)CC[C@]2(C(=O)O)CC[C@]3(C)C(=CC[C@@H]4[C@@]5(C)C/C(=C/c6ccccc6)C(=O)C(C)(C)[C@@H]5CC[C@]43C)[C@@H]2C1 returned DU-145 93.4, OVCAR-4 75.8, IGROV1 108.8, PC-3 56.4, OVCAR-8 98.5, SK-OV-3 106.8, OVCAR-3 87.6 and OVCAR-5 104.9.
[C-]#[N+]c1c(-c2ccc(Cl)cc2)cc(-c2ccc(N)cc2)[nH]c1=O was read as DU-145 106.3, OVCAR-4 105.7, IGROV1 103.3, PC-3 93.0, OVCAR-8 103.1, SK-OV-3 109.1 and OVCAR-5 100.0.
`O=C(Nc1cccc([N+](=O)[O-])c1)c1ccc(C(=O)Nc2cccc([N+](=O)[O-])c2)cc1` gave DU-145 107.5, OVCAR-4 100.8, IGROV1 101.2, PC-3 107.1, OVCAR-8 101.8, SK-OV-3 99.1, OVCAR-3 110.1 and OVCAR-5 117.3.
Screening Cc1ccc(C2=NNC(c3sc(Cl)nc3Cl)C2)cc1 (stereo unspecified) returned DU-145 95.6, OVCAR-4 84.7, IGROV1 80.6, PC-3 93.6, OVCAR-8 100.1, SK-OV-3 88.4, OVCAR-3 100.9 and OVCAR-5 116.0.
O=C(CSCc1ccccc1)c1ccccc1 was read as DU-145 99.5, OVCAR-4 102.1, IGROV1 95.6, PC-3 96.9, OVCAR-8 109.0, SK-OV-3 113.2, OVCAR-3 99.6 and OVCAR-5 92.7.
`O=C(O)c1ccc(C(=O)c2ccc([N+](=O)[O-])cc2)cc1` gave DU-145 106.6, OVCAR-4 98.0, IGROV1 106.6, PC-3 111.9, OVCAR-8 107.3, SK-OV-3 92.0, OVCAR-3 101.3 and OVCAR-5 111.7.
Screening Cc1ccn2c3c(c(C(=O)O)c2c1)C(=O)c1ccccc1C3=O returned DU-145 -55.7*, OVCAR-4 69.9, IGROV1 81.3, PC-3 84.8, OVCAR-8 80.1, SK-OV-3 98.3, OVCAR-3 45.6 and OVCAR-5 121.3.
`O=C1c2cccc([N+](=O)[O-])c2C(=O)N1c1ccc([N+](=O)[O-])cc1` gave DU-145 115.0, OVCAR-4 107.1, IGROV1 102.1, PC-3 92.3, OVCAR-8 103.9, SK-OV-3 97.9, OVCAR-3 110.5 and OVCAR-5 96.6.
O=C1NNC(c2ccccc2)=N/C1=C\c1ccccc1F was read as DU-145 115.8, OVCAR-4 101.0, IGROV1 95.1, PC-3 110.2, OVCAR-8 92.5, SK-OV-3 101.3, OVCAR-3 107.8 and OVCAR-5 109.9.
COc1cc2nc(Cl)nc(Nc3cccc(C(=O)/C=C/c4ccc5c(c4)OCO5)c3)c2cc1OC was read as DU-145 101.7, OVCAR-4 103.8, IGROV1 92.1, PC-3 92.0, OVCAR-8 93.0, SK-OV-3 119.7, OVCAR-3 109.4 and OVCAR-5 107.1.
`O=[N+]([O-])c1cccc(Cn2cnc3c(=S)nc[nH]c32)c1` gave DU-145 115.7&117.7, OVCAR-4 104.2, IGROV1 107.1&125.0, PC-3 92.0&100.3, OVCAR-8 101.9&106.7, SK-OV-3 85.3&114.0, OVCAR-3 117.2&112.1 and OVCAR-5 93.5&96.3.
For CCCCn1cnc2c(SCc3ccccn3)nc(N)nc21 the results were DU-145 117.4, OVCAR-4 106.5, IGROV1 96.4, PC-3 104.9, OVCAR-8 107.2, SK-OV-3 101.6, OVCAR-3 120.9 and OVCAR-5 95.1.
Screening Cn1c(=O)c2[nH]c(CNc3ccc(C(=O)O)cc3)nc2n(C)c1=O returned DU-145 112.5, OVCAR-4 99.2, IGROV1 118.5, PC-3 101.1, OVCAR-8 115.1, SK-OV-3 104.4, OVCAR-3 110.2 and OVCAR-5 99.3.
CC(C)(C)c1nn(-c2ccccc2)c2c1C(=O)CSC(c1ccc(Cl)cc1)N2 (stereo unspecified) was read as DU-145 107.6, OVCAR-4 95.8, IGROV1 95.6, PC-3 84.0, OVCAR-8 108.9, SK-OV-3 97.6, OVCAR-3 95.6 and OVCAR-5 92.9.
`O=c1[nH]c2ccccc2cc1-c1nc2ccc(Cl)cc2[nH]1` gave DU-145 38.2, OVCAR-4 51.0, IGROV1 26.5, PC-3 26.0, OVCAR-8 57.7, SK-OV-3 14.0, OVCAR-3 35.5 and OVCAR-5 100.1.
`O=C(Nc1sc2c(c1C(=O)O)CCCC2)c1ccc(Cl)cc1` gave DU-145 110.2, OVCAR-4 97.1, IGROV1 106.0, PC-3 98.1, OVCAR-8 112.4, SK-OV-3 114.3, OVCAR-3 107.9 and OVCAR-5 94.1.
COC(=O)/C=C1\SC(=Nc2ccc(C#N)cc2)N(CCc2c[nH]c3ccccc23)C1=O was read as DU-145 95.6, OVCAR-4 102.0, IGROV1 110.7, PC-3 91.3, OVCAR-8 71.6, SK-OV-3 73.8, OVCAR-3 95.4 and OVCAR-5 110.7.
COc1ccc(-n2c(-c3ccccc3)c(-c3ccccc3)c3c(SCC(=O)NN)ncnc32)cc1 was read as DU-145 93.1, OVCAR-4 93.3, IGROV1 77.6, PC-3 78.1, OVCAR-8 80.2, SK-OV-3 71.3, OVCAR-3 91.6 and OVCAR-5 89.4.
`COc1ccc(-c2[nH]c(=S)ncc2-c2ccc(Cl)cc2)c(O)c1` gave DU-145 104.2, OVCAR-4 92.9, IGROV1 97.1, PC-3 92.5, OVCAR-8 98.7, SK-OV-3 97.3, OVCAR-3 97.0 and OVCAR-5 119.0.
Screening Cc1ccc(C2=NN3C(C2)c2ccccc2OC3c2ccc(/C=C3\SC(=S)N(C)C3=O)cc2)cc1 (stereo unspecified) returned DU-145 107.5, OVCAR-4 91.4, IGROV1 91.0, PC-3 94.6, OVCAR-8 99.4, SK-OV-3 85.2, OVCAR-3 109.7 and OVCAR-5 100.3.
`COc1cc(OC)cc(C(=O)NCCCl)c1` gave DU-145 118.8, OVCAR-4 87.7, IGROV1 109.3, PC-3 86.5, OVCAR-8 98.1, SK-OV-3 107.8, OVCAR-3 120.0 and OVCAR-5 94.9.
CCOC(=O)CNC(=O)Nc1ccc2c(ccn2C(=O)c2cccc(F)c2)c1 was read as DU-145 106.4, OVCAR-4 95.3, IGROV1 107.7, PC-3 97.1, OVCAR-8 98.0, SK-OV-3 104.3 and OVCAR-5 94.4.
Screening CC(=O)N[C@H](C(=O)N[C@H](Cc1ccccc1)C(=O)N[C@H](CS)C(=O)N[C@H](CCCN=C(N)N)C(=O)N[C@H](CCCN=C(N)N)C(=O)N[C@H](CCCN=C(N)N)C(=O)N[C@H](CCCN=C(N)N)C(=O)N[C@H](CCCN=C(N)N)C(N)=O)[C@@H](C)O returned DU-145 114.3, OVCAR-4 101.4, IGROV1 112.6, PC-3 98.2, OVCAR-8 113.5, SK-OV-3 109.0, OVCAR-3 110.2 and OVCAR-5 111.9.
Screening CC1=NN(c2nc(-c3ccccc3)c(C#N)c(=O)n2C)C(=O)C1 returned DU-145 113.4, OVCAR-4 96.5, IGROV1 90.4, PC-3 118.9, OVCAR-8 97.9, SK-OV-3 109.5, OVCAR-3 111.5 and OVCAR-5 94.6.
`CCOc1nn2c(CCC(=O)c3nc4ccccc4[nH]3)nnc2s1` gave DU-145 93.5, IGROV1 87.0, PC-3 80.2, OVCAR-8 86.0, SK-OV-3 98.8, OVCAR-3 94.4 and OVCAR-5 115.0.
`CCOC(=O)C1CN(C)C(=O)C1=O` (stereo unspecified) gave DU-145 113.0, OVCAR-4 116.6, IGROV1 119.5, PC-3 96.5, OVCAR-8 104.4, SK-OV-3 97.4, OVCAR-3 109.2 and OVCAR-5 100.3.
For C/C(CC(C)C)=N/O the results were DU-145 104.9&113.2, OVCAR-4 106.7&107.8, IGROV1 109.6&111.5, PC-3 96.2&84.4, OVCAR-8 107.0&104.3, SK-OV-3 103.5&102.7, OVCAR-3 105.3&105.8 and OVCAR-5 106.7&116.5.

Arranged by count of non-hydrogen atoms (smallest number first): some entries from above
For C/C(CC(C)C)=N/O the results were DU-145 104.9&113.2, OVCAR-4 106.7&107.8, IGROV1 109.6&111.5, PC-3 96.2&84.4, OVCAR-8 107.0&104.3, SK-OV-3 103.5&102.7, OVCAR-3 105.3&105.8 and OVCAR-5 106.7&116.5.
`O=c1[nH]c2ccccc2cc1-c1nc2ccc(Cl)cc2[nH]1` gave DU-145 38.2, OVCAR-4 51.0, IGROV1 26.5, PC-3 26.0, OVCAR-8 57.7, SK-OV-3 14.0, OVCAR-3 35.5 and OVCAR-5 100.1.
`O=C(Nc1sc2c(c1C(=O)O)CCCC2)c1ccc(Cl)cc1` gave DU-145 110.2, OVCAR-4 97.1, IGROV1 106.0, PC-3 98.1, OVCAR-8 112.4, SK-OV-3 114.3, OVCAR-3 107.9 and OVCAR-5 94.1.
`COc1ccc(-c2[nH]c(=S)ncc2-c2ccc(Cl)cc2)c(O)c1` gave DU-145 104.2, OVCAR-4 92.9, IGROV1 97.1, PC-3 92.5, OVCAR-8 98.7, SK-OV-3 97.3, OVCAR-3 97.0 and OVCAR-5 119.0.
COC(=O)/C=C1\SC(=Nc2ccc(C#N)cc2)N(CCc2c[nH]c3ccccc23)C1=O was read as DU-145 95.6, OVCAR-4 102.0, IGROV1 110.7, PC-3 91.3, OVCAR-8 71.6, SK-OV-3 73.8, OVCAR-3 95.4 and OVCAR-5 110.7.
COc1ccc(-n2c(-c3ccccc3)c(-c3ccccc3)c3c(SCC(=O)NN)ncnc32)cc1 was read as DU-145 93.1, OVCAR-4 93.3, IGROV1 77.6, PC-3 78.1, OVCAR-8 80.2, SK-OV-3 71.3, OVCAR-3 91.6 and OVCAR-5 89.4.
